Bioassay records: PubChem BioAssay, National Center for Advancing Translational Sciences (NCATS)
TDP1 inh – qHTS Assay for Inhibitors of Tyrosyl-DNA Phosphodiesterase (TDP1); Tyrosyl-DNA phosphodiesterase 1 (Homo sapiens), Q9NUW8; recombinant TDP1, AlphaScreen DNA substrate cleavage; Potency, µM (highest dose often 130 µM), without a hit: at the highest dose activity change, negative = inhibition, most hits filed as inhibitors; actives 0.28% (n = 350,000); note: nearly all actives have a fitted effect of over 40% in size
Target sequence (Q9NUW8 whole entry, looked up): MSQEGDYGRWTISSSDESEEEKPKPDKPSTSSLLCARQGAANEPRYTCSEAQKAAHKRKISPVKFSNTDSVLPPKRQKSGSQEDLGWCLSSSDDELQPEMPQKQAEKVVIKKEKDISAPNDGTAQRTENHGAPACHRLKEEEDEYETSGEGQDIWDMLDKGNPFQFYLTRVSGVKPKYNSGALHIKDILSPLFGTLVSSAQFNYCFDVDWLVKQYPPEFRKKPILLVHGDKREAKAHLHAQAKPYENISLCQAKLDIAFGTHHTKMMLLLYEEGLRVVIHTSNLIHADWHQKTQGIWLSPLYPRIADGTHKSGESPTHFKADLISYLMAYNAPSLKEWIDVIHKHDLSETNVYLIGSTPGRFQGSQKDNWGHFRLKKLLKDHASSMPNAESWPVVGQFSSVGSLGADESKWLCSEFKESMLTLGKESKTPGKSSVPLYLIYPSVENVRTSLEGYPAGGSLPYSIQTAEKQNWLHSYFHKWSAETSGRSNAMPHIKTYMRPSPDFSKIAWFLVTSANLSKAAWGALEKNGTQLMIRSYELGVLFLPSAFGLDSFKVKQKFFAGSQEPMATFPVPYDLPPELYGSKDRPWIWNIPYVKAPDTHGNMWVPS
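Compounds were preincubated with Tdp1 (1 nM final) for 15 min at room temperature before substrate (15 nM final) started a 5 min reaction; beads (10 ug/ml final) were then added for 10 min before AlphaScreen detection.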
TDP1 cell CPT – qHTS for Inhibitors of human tyrosyl-DNA phosphodiesterase 1 (TDP1): qHTS in cells in presence of CPT. chicken DT40 Tdp1-/-;hTDP1 cells + 20 nM CPT, ATP luminescence, 48 h. Potency, µM (doses to about 46.2 µM), inactives show top-dose activity change, negative = growth inhibition, usual class: inhibitors. actives 12% (n = 420,000); note: nearly all actives have a fitted effect of over 55% in size
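Chicken DT40 Tdp1-/- cells complemented with human TDP1, 400 cells/well, exposed to compounds plus 20 nM camptothecin for at least 48 h at 37 C; viability read as ATP content by CellTiter-Glo luminescence.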
TDP1 cell noCPT – qHTS for Inhibitors of human tyrosyl-DNA phosphodiesterase 1 (TDP1): qHTS in cells in absence of CPT | actives 15% (n = 420,000) | Potency, µM (titrated, usually from 46.2 µM), for inactives: at the highest dose activity change, negative = growth inhibition, actives largely listed as inhibitors | DT40 Tdp1-/- hTDP1 cells, no CPT, ATP luminescence, 48 h; note: nearly all actives have a fitted effect of over 55% in size
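No-CPT arm: Tdp1-/-;hTDP1 DT40 cells (400/well) plus compounds, incubated ≥48 hr at 37 °C. Readout CellTiter-Glo luminescence.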
An asterisk follows results filed as active; ? = inconclusive; . = no result given; & = joins results of further samples; [ ] = another dose, or the depositor's remark. Calls come from the whole dose curve; as a rule, active = well fitted curve in the direction sought with a large enough effect; inconclusive = small, poorly fitted or top-dose-only effect, or another doubt; inactive = no such curve, though single readings can be large; an effect the other way counts as inactive or inconclusive. % is set by controls: 0 for no effect and ±100 for the full control effect; potency is the fitted concentration of half-maximal effect.

| mol | TDP1 inh | TDP1 cell CPT | TDP1 cell noCPT |
| --- | --- | --- | --- |
| CCOc1ccc(S(=O)(=O)N2Cc3ccccc3CC2C(=O)NCCCn2ccnc2)cc1 (stereo not given) | 6% | -29% | ? |
| COc1ccc(Cl)cc1C(=O)N1CCC2(CC1)CC(=O)c1ccccc1O2 | -2% | ? | ? |
| CCOC(=O)N1CCN(c2ccc([N+](=O)[O-])cc2)CC1 | 3% | ? | ? |
| Cc1ccc(Cl)cc1NC(=O)CN1C(=O)c2ccccc2Sc2ncccc21 | 3% | ? | ? |
| Cc1csc2cc(-c3cccc([N+](=O)[O-])c3)c(-c3cccc([N+](=O)[O-])c3)c[n+]12 | 6% | 9% | -5% |
| COc1ccccc1NS(=O)(=O)c1ccc(C(=O)NCCCn2ccnc2)cc1 | 1% | -16% | 13% |
| COc1cccc(-n2nc(C(=O)Nc3ccc4c(c3)OCO4)c3ccccc3c2=O)c1 | 4% | -27% | ? |
| COc1cccc(SCc2noc(C(=O)NCCN(C)C)c2C(=O)NCCN(C)C)c1 | . | -16% | -18% |
| COc1cccc(-n2c(CCn3nc(C)c([N+](=O)[O-])c3C)n[nH]c2=S)c1 | 5% | -22% | -25% |
| C/C(=N\NC(=O)CNc1cccc(C(F)(F)F)c1)c1ccc(Br)cc1 | 0% | -22% | ? |
| CC1CCCC(C(=O)O)N1C(=O)CCSSCCC(=O)N1C(C)CCCC1C(=O)O (stereo not given) | 4% | -3% | 1% |
| O=C(Cn1cnc2c(OCc3ccccc3)ncnc21)NCCCn1ccnc1 | 3% | ? | -5% |
| Cc1cc(C(=O)Nc2cccc(S(=O)(=O)N3CCOCC3)c2)c2ccccc2n1 | 0% | ? | 23µM* |
| Cc1cc(C(F)(F)F)n2nc(-c3cnn(C)c3C(F)(F)F)c(Cl)c2n1 | 2% | -19% | -22% |
| CCOc1ccc(C2CC(=O)n3nc(-c4ccc(C)cc4)nc3S2)cc1 (stereo not given) | . | -3% | -23% |
| CCOc1ccc2nc(NC(=O)C3CCCN(S(=O)(=O)c4c(C)noc4C)C3)sc2c1 (stereo not given) | . | ? | ? |
| CC(=O)c1ccc(N2CCN(S(=O)(=O)c3cc4[nH]c(=O)c(=O)[nH]c4cc3C)CC2)cc1 | -10% | 3%&13% | -1%&-1% |
| Cc1csc(-c2coc3cc(O[C@@H]4O[C@H](CO)[C@@H](O)[C@@H](O)[C@H]4O)ccc3c2=O)n1 | -7% | 8%[9.04 µM] | 1%[9.04 µM] |
| Cc1cc(C)c(NC(=S)NC(CO)(CO)CO)c(C)c1 | . | 17% | -2% |
| CC(C)(C)n1nnnc1C(c1cccnc1)N1CCN(C(=O)c2ccco2)CC1 (stereo not given) | 2% | -16% | -14% |
| COC(=O)/C=C(\C)NC(=O)c1ccccc1Cl | 5% | -2% | 3% |
| O=C(NCCCn1ccnc1)c1ccc(Cl)cc1 | 4% | 1% | 11% |
| Fc1cc(Br)cc(F)c1NC(=S)N1CCOCC1 | . | 1% | 5% |
| O=C(Cn1nnc(-c2ccccc2F)n1)Nc1cccc2ncccc12 | -1% | -7% | 2% |
| CC(OC(=O)c1ccc(-c2ccc([N+](=O)[O-])cc2)o1)C(=O)NC(N)=O (stereo not given) | . | -11% | -20% |
| Cc1ccc2cccc(OCCCOc3ccccc3F)c2n1 | . | ? | ? |
| Cc1ccccc1Cn1nnc2c(=O)[nH]c(C3CCN(C(=O)c4ccccc4Cl)CC3)nc21 | 2% | 16µM* | 26µM* |
| Nc1ccc(N2CCN(c3cccc(Cl)c3)CC2)cc1 | -4% | 13µM* | 15µM* |
| Cc1ccc(-c2nc(SCC(=O)c3c(N)n(C4CC4)c(=O)[nH]c3=O)n[nH]2)cc1 | 0% | -9% | -20% |
| O=C(Cn1cncn1)N/N=C/c1ccncc1 | . | -1% | -5% |
| CSc1ccccc1NC(=O)CN(C)C(=O)COc1ncnc2ccccc12 | 1% | 0% | 3% |
| Cc1ccc(NC(=S)N/N=C2\CC3CC=CC23)c(C)c1 (stereo not given) | -4% | -8% | 12% |
| NC(=O)c1cccc(-c2ccnc3c2CC(C(=O)NCc2ccco2)O3)c1 (stereo not given) | . | 3.7µM* | 2.9µM* |
| Cc1ccc(C2=NOC3(CC(=O)N(c4ccc(C)cc4)C3=O)C2)cc1 (stereo not given) | -5% | 13% | 0% |
| CC(Sc1nncs1)C(=O)NC1CCCCC1C (stereo not given) | 4%[56.1 µM] | -26% | 18% |
| CCn1cc(C(=O)NCCc2ccccc2)c(=O)c2cc(S(=O)(=O)N(C)C3CCCCC3)ccc21 | -2% | 5% | -4% |
| COc1cc2c(c(OC)c1OC)C(c1ccc3c(c1)OCO3)CC(=O)O2 (stereo not given) | 1%[56.1 µM] | 1% | -10% |
| O=C(O)c1cccc(NC2=C(n3nnc4ccccc43)C(=O)c3ccccc3C2=O)c1 | -4% | -10% | -1% |
| O=C(Nc1ccncc1)c1cc(C2CCCCN2C(=O)CCc2ccccc2)on1 (stereo not given) | . | ? | ? |
| CN(C)CCCN(CCCNC(=O)/C=N/O)Cc1ccccc1 | 0% | -6% | -4% |
| CC(C)c1ccc(C(=O)CC2(O)C(=O)N(CN3CCOCC3)c3ccccc32)cc1 (stereo not given) | -4% | ? | -29% |
| COCCOC(=O)/C(=C/c1ccc(OC(=O)c2ccccc2)cc1)C(C)=O | 3% | -23% | -25% |
| COc1ccc(CCN2C(=O)CCC2(C)C(=O)NCc2cccnc2)cc1OC (stereo not given) | 5% | ? | -14% |
| CCOC(=O)C(C)N1C(=O)S/C(=C/c2cc(C)n(-c3ccccn3)c2C)C1=O (stereo not given) | 8% | ? | 16µM* |
| O=[N+]([O-])c1cccnc1Oc1ccccc1F | 4% | ? | -18% |
| CCN(CC(=O)NCc1cccs1)C(=O)c1ccc([N+](=O)[O-])o1 | 6% | -15% | -14% |
| CN1CCc2c(C#N)c(N3CCCCC3)nc(N3CCOCC3)c2C1 | . | -22% | -14% |
| COc1ccc(CCNC(=O)CSc2ccccn2)cc1OC | 5% | 5% | 23% |
| CCOC(CNC(=O)CN1C(=O)COc2ccc(S(=O)(=O)N3CCOCC3)cc21)OCC | 0% | -2% | 27% |
| CC(C)Oc1ccc(CCNC(=O)C2CCC(=O)N(Cc3cccc(F)c3)C2)cc1 (stereo not given) | 6% | ? | ? |

Structural class, the compounds so far containing an NH in an aromatic ring
| mol | TDP1 inh | TDP1 cell CPT | TDP1 cell noCPT |
| --- | --- | --- | --- |
| COc1cccc(-n2c(CCn3nc(C)c([N+](=O)[O-])c3C)n[nH]c2=S)c1 | 5% | -22% | -25% |
| CC(=O)c1ccc(N2CCN(S(=O)(=O)c3cc4[nH]c(=O)c(=O)[nH]c4cc3C)CC2)cc1 | -10% | 3%&13% | -1%&-1% |
| Cc1ccccc1Cn1nnc2c(=O)[nH]c(C3CCN(C(=O)c4ccccc4Cl)CC3)nc21 | 2% | 16µM* | 26µM* |
| Cc1ccc(-c2nc(SCC(=O)c3c(N)n(C4CC4)c(=O)[nH]c3=O)n[nH]2)cc1 | 0% | -9% | -20% |

Record cards (already shown).
O=C(O)c1cccc(NC2=C(n3nnc4ccccc43)C(=O)c3ccccc3C2=O)c1 reads TDP1 inh = -4%; TDP1 cell CPT = -10%; TDP1 cell noCPT = -1%
CCOC(=O)C(C)N1C(=O)S/C(=C/c2cc(C)n(-c3ccccn3)c2C)C1=O (stereo not given) reads TDP1 inh = 8%; TDP1 cell CPT = ?; TDP1 cell noCPT = 16µM*
COCCOC(=O)/C(=C/c1ccc(OC(=O)c2ccccc2)cc1)C(C)=O reads TDP1 inh = 3%; TDP1 cell CPT = -23%; TDP1 cell noCPT = -25%

Remaining list, next part:
| mol | TDP1 inh | TDP1 cell CPT | TDP1 cell noCPT |
| --- | --- | --- | --- |
| COc1cc(OC)cc(C(=O)OC(C)C(=O)NC2CCCc3ccccc32)c1 (stereo not given) | 0% | -25% | 7% |
| CC(C)CC1(C)NC(=O)N(CC(=O)Nc2ccc(F)c(F)c2F)C1=O (stereo not given) | 0% | 1% | -1% |
| COc1cc(Cn2c(N)c(C#N)c3nc4ccccc4nc32)cc(OC)c1 | 3% | ? | ? |
| CCOc1cc(/C=C2\CCn3c2nc2cc(Cl)ccc2c3=O)ccc1O | -9% | ? | ? |
| O=C(NCCc1ccccc1)C1CCN(Cc2cccc3ccccc23)CC1 | 2% | ? | ? |
| Cc1ccc(SCC(=O)Nc2cc([N+](=O)[O-])ccc2O)cc1 | 4% | -8% | -23% |
| Cc1cc(C)n(-c2nc3sc4c(c3c3nnc(SCC(N)=O)n23)CC(C)(C)OC4)n1 | 2% | 5% | -24% |
| O=C1CCC[C@@H]2CC(Nc3ccccc3)C[C@@H]3CCN1[C@H]23 (stereo not given in full) | . | ? | -19% |
| COc1ccc(NC(=O)Nc2nnc(N3CCCC3)s2)cc1 | 0% | -14% | ? |
| O=C(Nc1ccccc1C(=O)O)c1cc(S(=O)(=O)N2CCOCC2)c(Br)s1 | 4%[56.1 µM] | -3% | -5% |
| N#CCSc1nc2ccc(N3CCOCC3)cc2c(=O)n1CCc1ccccc1 | 0% | 23µM* | 21µM* |
| CCC(CC)c1nn2c(N)c(/C=C3\C(C)=Nc4ccccc43)c(=O)nc2s1 | 6% | 4% | ? |
| CC(C)(C)C(=O)NC1(C(F)(F)F)C(=O)Nc2c1c(=O)[nH]c(=O)n2Cc1ccco1 (stereo not given) | 3% | 9% | 4% |
| COCCN(C(=O)COC(=O)c1ccc(C)s1)c1c(N)n(Cc2ccccc2)c(=O)[nH]c1=O | -4% | 1% | 12% |
| COc1ccc(/C(C)=N/N2C(C)CCCC2C)c(OC)c1 (stereo not given) | . | 7% | -24% |
| COc1ccc(NC(C)=O)cc1NC(=O)c1ccc(Cl)cc1 | 8% | -3% | -7% |
| O=C(COC(=O)C12CC3CC(CC(Cl)(C3)C1)C2)Nc1ccc2[nH]c(=O)[nH]c2c1 | 0% | 4% | 17% |
| Nc1ccccc1Sc1ccc(C(F)(F)F)cc1[N+](=O)[O-] | 11% | -16% | ? |
| COc1cc(C2Nc3ccccc3C(=O)N2c2ccccc2OC)ccc1O (stereo not given) | 6% | -7% | -15% |
| CCCc1nnc(SCC(=O)N2C(C)CCCC2C)n1CC (stereo not given) | 2% | 4% | 0% |
| COc1cc2ccc(C(C)=NOC(C)=O)cc2cc1OC | . | 24% | -11% |
| O=C(CCCOc1ccccc1)NN1C(=O)NC2(CCCCC2)C1=O | -6% | -13% | -5% |
| CCN(CC)CCn1c2c(c(SCC(=O)NCc3ccccc3)nc1=O)CCCC2 | 1% | 0% | 1% |
| O=C(CN1CCN(C(=O)c2ccccc2)CC1)Nc1ccc(Br)cn1 | 3% | -12% | -20% |
| O=C(Cn1ncc2c3ccccc3n(Cc3ccc(Cl)cc3)c2c1=O)N1CCCCCC1 | 3% | 13µM* | 10µM* |
| NS(=O)(=O)c1ccc(NC(=O)COC(=O)CCC2CCCC2)cc1 | 5% | -13% | 5% |
| CCC(=O)NCc1nc(-c2cccc(NC(=O)c3ccc(C)s3)c2)oc1C | . | ? | ? |
| CCOC(=O)c1cccc(NC(=O)c2cc3cc4cc(OC)ccc4nc3s2)c1 | -2% | ? | ? |
| O=C(c1cc2cc(Cl)ccc2[nH]1)N1CCN(c2ccccc2F)CC1 | . | -3% | 7% |
| CN(C1=NS(=O)(=O)c2ccccc21)c1ccc(OC(=O)c2ccccc2)cc1 | . | 0% | ? |
| O=C(NCCCN1CCOCC1)C1(c2ccccc2)CCCC1 | 2% | -2% | -6% |
| Cc1c(Cl)cccc1NC(=O)COC(=O)c1c2c(nc3ccccc13)CCN(Cc1ccccc1)C2 | 3% | ? | 16µM* |
| CC1CC(=O)Nc2ccccc2N1C(=O)Nc1ccc(F)cc1 (stereo not given) | -1% | -3% | -8% |
| COc1cccc(OC)c1C(=O)OCC(=O)N1CCC(Cc2ccccc2)CC1 | -1% | -4% | -6% |
| O=C(Nc1cccs1)Nc1nnc([C@@H]2C[C@H](O)[C@@H](CO)O2)s1 | . | -30% | -15% |
| COc1cc(C)nc(OCCNS(=O)(=O)c2cc(C)ccc2C)n1 | -2% | -18% | ? |
| CCC(=O)Nc1ccc(C2C(=O)c3ccccc3C2=O)cc1 | . | 16µM* | 21µM* |
| Cc1ccnc2nc(C(=O)OCC(=O)c3ccccc3)nn12 | 2% | 20% | -15% |
| COc1ccc(/C=N/NC(=O)c2ccoc2C)cc1COc1c(C)cccc1C | 8% | 12µM* | 15µM* |
| Cc1ccc(/C=C/c2onc(C)c2S(=O)(=O)N2CCC(C(=O)N(CCC(C)C)Cc3ccco3)CC2)cc1 | -1% | ? | 16µM* |
